PME-1 primary: PME-1 inhibitors via competitive probe labeling, primary screen, biochemical, fluorescence polarization, FP-Rh probe, HTS; recombinant PME-1; inhibition, % at 5.9 µM; hit rate 0.53% among 320,000; AID 2130, 2009;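 active = inhibition above the campaign mean of all compounds plus 3 SD, cut at about 26% in these data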;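 also: competitive labeling of PME-1 active site by serine hydrolase directed probe; 0% = PME-1 with DMSO and 100% = wells lacking PME-1 enzyme; inhibitors block probe labeling so polarization falls and inhibition rises; many of its hits are not listed in these tables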
Target sequence (Q9Y570 whole entry, looked up): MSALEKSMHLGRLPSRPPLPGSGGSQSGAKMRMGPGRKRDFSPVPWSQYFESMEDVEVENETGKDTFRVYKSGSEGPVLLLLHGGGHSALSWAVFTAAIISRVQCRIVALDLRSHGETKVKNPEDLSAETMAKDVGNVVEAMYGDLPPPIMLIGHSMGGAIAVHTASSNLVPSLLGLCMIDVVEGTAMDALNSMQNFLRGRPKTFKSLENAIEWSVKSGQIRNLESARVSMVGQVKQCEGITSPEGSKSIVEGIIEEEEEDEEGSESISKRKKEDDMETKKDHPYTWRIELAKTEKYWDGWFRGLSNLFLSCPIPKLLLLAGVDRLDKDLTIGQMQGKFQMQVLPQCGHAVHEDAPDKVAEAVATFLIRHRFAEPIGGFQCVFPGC
Efflux pump inh: inhibitors of Candida efflux pumps in yeast, primary screen, S. cerevisiae, Nile Red, multiplex | inhibition, % at 10 µM | S. cerevisiae Candida pump triplex | hit rate 0.44% among 330,000;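 active = plate passing quality check with inhibition over a set limit, or well fluorescence over plate mean plus 4 SD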;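 also: Nile Red retained in pooled yeast measured as flow cytometry median fluorescence; 0% = buffer negative control and 100% = Enniatin B positive control; higher means more Nile Red kept so more efflux inhibition; some compounds called inactive have numbers as strong as hits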
GLD-1 TGE inh: GLD-1/TGE RNA complex disruptors, primary screen, biochemical, fluorescence polarization; Female germline-specific tumor suppressor gld-1 (Caenorhabditis elegans), Q17339; purified GLD-1 + fluorescein TGE RNA; inhibition, % at 5.96 µM; hit rate 0.44% among 320,000; AID 2280, 2010;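 active = percent inhibition above a per-plate cutoff, the plate mean of test compounds plus 3 SD, cut at about 30% in these data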;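 also: 0% = DMSO wells with GLD-1 and probe and 100% = wells lacking GLD-1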
GRK2 inh: compounds blocking aptamer binding on GRK2 – biochemical, human GRK2, bead flow cytometry, HTS, primary screen. Beta-adrenergic receptor kinase 1 (Homo sapiens), P25098. inhibition of aptamer binding, % at 10 µM. hit rate 0.59% among 330,000. FAM-aptamer displacement from GRK2;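 active = inhibition of aptamer binding above 40%, roughly 3 SD of noise, on plates passing a quality check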;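 also: median bead fluorescence of bound FAM aptamer so fluorescent compounds give negative values; no value below 0 was filed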
BCLXL inh: inhibitors of human Bcl-xL, primary screen, biochemical, fluorescence polarization, HTS. GST-Bcl-xL / FITC-Bim BH3 peptide fluorescence polarization. inhibition, % at 10.9 µM. hit rate 0.7% among 320,000. AID 2129, 2009;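 active = inhibition above the mean of all tested compounds plus 3 SD, cutoff set per campaign, cut at about 30% in these data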;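 also: 0% = DMSO wells and 100% = unlabeled Bim-BH3 peptide competitor; inhibitors lower millipolarization by displacing the labeled peptide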
Target sequence (Q07817 whole entry, looked up): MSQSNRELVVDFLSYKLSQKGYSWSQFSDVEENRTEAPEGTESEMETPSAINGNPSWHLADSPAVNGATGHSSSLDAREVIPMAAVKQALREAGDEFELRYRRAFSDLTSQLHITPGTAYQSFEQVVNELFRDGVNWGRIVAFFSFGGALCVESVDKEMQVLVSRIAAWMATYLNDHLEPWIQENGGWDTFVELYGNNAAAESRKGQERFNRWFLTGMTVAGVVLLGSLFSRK
VLA-4 inh: inhibition in human VLA-4 binding assay, primary screen, VLA-4 allosteric modulator project, MLPCN library, flow cytometry, VLA-4 expressing cells. hit rate 0.2% among 330,000. ligand binding flow cytometry. inhibition, % (about 7 µM as worked out from the volumes in the protocol); in the data active = inhibition above about 50%
MEX-5 binding: MEX-5 zinc finger RNA-binding disruptors – biochemical, C. elegans, fluorescence polarization, MLPCN library, primary screen. Zinc finger protein mex-5 (Caenorhabditis elegans), Q9XUB2. MEX-5/FITC-TCR2 RNA binding; hits give low values. activity score (negative = inhibition of binding), % at 10 µM. hit rate 0.38% among 300,000. AID 1832, 2009;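 active = inhibition past about -25% in most replicates, and total fluorescence under double the plate's negative control median, limit read from the data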;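 also: 0% = DMSO and -100% = 5 µM competing unlabeled TCR2 RNA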
Target sequence (Q9XUB2 whole entry, looked up): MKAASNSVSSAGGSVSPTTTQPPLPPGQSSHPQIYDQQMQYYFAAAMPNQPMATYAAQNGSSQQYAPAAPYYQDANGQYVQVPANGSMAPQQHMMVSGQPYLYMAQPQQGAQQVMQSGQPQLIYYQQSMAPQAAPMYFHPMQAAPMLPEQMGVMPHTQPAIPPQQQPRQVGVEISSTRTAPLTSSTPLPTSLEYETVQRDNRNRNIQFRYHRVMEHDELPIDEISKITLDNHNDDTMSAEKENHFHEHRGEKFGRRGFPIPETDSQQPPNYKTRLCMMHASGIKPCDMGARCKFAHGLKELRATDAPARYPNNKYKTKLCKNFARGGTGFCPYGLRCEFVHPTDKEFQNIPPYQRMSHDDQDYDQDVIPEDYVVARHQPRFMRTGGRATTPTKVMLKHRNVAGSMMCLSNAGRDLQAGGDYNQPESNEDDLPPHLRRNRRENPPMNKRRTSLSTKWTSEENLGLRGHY
Fam108B counter: mouse Fam108B serine hydrolase inhibitors, primary screen, counter-screen for RBBP9 inhibitor project, biochemical, fluorescence polarization; recombinant Fam108B, FP-Rh probe fluorescence polarization; hit rate 0.33% among 300,000; inhibition, % at 9.51 µM;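 active = inhibition above the screen mean inhibition plus 3 SD, computed separately per campaign, cut at about 18% in these data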;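 also: inhibitors lower polarization as less probe binds the enzyme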
MCL1-BIM inh: inhibitors of MCL1 binding to BIM-BH3, primary screen, biochemical, fluorescence polarization; hit rate 0.68% among 320,000; Induced myeloid leukemia cell differentiation protein Mcl-1 (Homo sapiens), Q07820; AID 2057, 2009; GST-MCL1 / FITC-Bim-BH3 fluorescence polarization; inhibition, % at 10.9 µM;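 active = inhibition above the mean inhibition of all tested compounds plus 3 SD, set per campaign, cut at about 40% in these data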;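 also: 0% = DMSO wells and 100% = unlabeled Bim-BH3 peptide control; higher means more loss of mP so more displacement of Bim peptide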
Starred values were filed as active, the others as inactive. Only part of the results is shown; rates above refer to the full screens.

What do the screens show for `O=C(NCCc1ccccc1)c1cnc2ccccn2c1=O`?
PME-1 primary: 2.0; Efflux pump inh: -0.1; GLD-1 TGE inh: -3.4; GRK2 inh: 0.0; BCLXL inh: 2.1; VLA-4 inh: 8.6; MEX-5 binding: -0.6; Fam108B counter: 3.1; MCL1-BIM inh: -2.7

Results for COc1ccc(OC)c(NC(=O)c2ccc(CN3CCc4ccccc4C3)cc2)c1 ?
PME-1 primary: -1.6; Efflux pump inh: 0.0; GLD-1 TGE inh: 0.5; GRK2 inh: 23.0; BCLXL inh: 1.6; VLA-4 inh: 0.9; MEX-5 binding: 3.9; Fam108B counter: 6.3; MCL1-BIM inh: 3.7

Results for O=C(C1CCCO1)N1CCN(Cc2c(O)ccc3ccccc23)CC1 (stereo not given) ?
PME-1 primary: -1.2; Efflux pump inh: -0.1; GLD-1 TGE inh: -2.2; GRK2 inh: 0.0; BCLXL inh: 16.1; VLA-4 inh: 8.8; MEX-5 binding: -4.2; Fam108B counter: 3.7; MCL1-BIM inh: 11.3

Results for CN(CC(=O)Nc1ccc(N2CCOCC2)cc1)C(=O)CSc1ccccc1F ?
PME-1 primary: 0.8; Efflux pump inh: -0.1; GLD-1 TGE inh: 0.3; GRK2 inh: 2.0; BCLXL inh: 6.1; VLA-4 inh: 7.3; MCL1-BIM inh: 8.9

What do the screens show for `CCOc1ccc(N(CC(=O)NC2CCCCC2)S(=O)(=O)c2c(C)noc2C)cc1`?
PME-1 primary: -5.4; Efflux pump inh: 0.1; GLD-1 TGE inh: -0.3; GRK2 inh: 2.0; BCLXL inh: -1.8; VLA-4 inh: 48.9; MEX-5 binding: -0.6; Fam108B counter: -2.0; MCL1-BIM inh: -5.0

Results for COc1cccc(-c2ccc(NC(=O)C3CCCN(Cc4nccn4C)C3)cc2)c1 (stereo not given) ?
PME-1 primary: -3.2; Efflux pump inh: 0.2; GLD-1 TGE inh: 8.7; GRK2 inh: 0.0; BCLXL inh: -0.8; VLA-4 inh: -0.1; MEX-5 binding: -2.8; Fam108B counter: 0.4; MCL1-BIM inh: 8.3

How did CN(Cc1nccn1C)C(=O)c1ccc(OC2CCN(CCc3ccccc3)CC2)cc1 do in these assays?
PME-1 primary: 9.9; Efflux pump inh: -0.1; GLD-1 TGE inh: -4.8; GRK2 inh: 6.0; BCLXL inh: 5.3; VLA-4 inh: 8.7; MEX-5 binding: -2.3; Fam108B counter: -6.7; MCL1-BIM inh: -0.2

Results for CCCc1nnc(NC(=O)CNc2ccc(F)cc2)s1 ?
PME-1 primary: 0.9; Efflux pump inh: -0.2; GLD-1 TGE inh: 2.4; GRK2 inh: 0.0; BCLXL inh: 5.7; VLA-4 inh: -1.4; MEX-5 binding: 0.7; Fam108B counter: 5.3; MCL1-BIM inh: 7.4

Results for COc1ccc(C(CNC(=O)C(CC(C)C)NS(=O)(=O)c2ccc(C)cc2)N2CCOCC2)cc1 (stereo not given) ?
PME-1 primary: 3.9; Efflux pump inh: -0.1; GLD-1 TGE inh: 10.2; GRK2 inh: 0.0; BCLXL inh: -0.4; VLA-4 inh: 15.7; MEX-5 binding: 0.6; Fam108B counter: 3.6; MCL1-BIM inh: 2.2

How did COc1ccc(-c2cc(C(=O)NN)[nH]n2)cc1OC do in these assays?
PME-1 primary: -16.8; Efflux pump inh: 0.1; GLD-1 TGE inh: 3.5; GRK2 inh: 3.0; BCLXL inh: 8.0; VLA-4 inh: -9.2; MEX-5 binding: -1.2; Fam108B counter: 3.4; MCL1-BIM inh: 1.2

What do the screens show for `CC(=O)c1ccc(OCC(=O)N(C)CC(=O)Nc2ccc(N3CCOCC3)cc2)cc1`?
PME-1 primary: 4.1; Efflux pump inh: -0.1; GLD-1 TGE inh: 0.1; GRK2 inh: 1.0; BCLXL inh: 3.1; VLA-4 inh: 5.5; MCL1-BIM inh: 8.3

Results for CCC(=O)Nc1nnc(SCCN2CCOCC2)s1 ?
PME-1 primary: 2.1; Efflux pump inh: 0.4; GLD-1 TGE inh: 3.8; GRK2 inh: 0.0; BCLXL inh: 0.4; VLA-4 inh: -5.5; MEX-5 binding: -1.3; Fam108B counter: -0.9; MCL1-BIM inh: -2.7

How did CN(C)c1ccc(S(=O)(=O)N2CCCCC2)cc1NC(=O)CN1C(=O)NC2(CCCC2)C1=O do in these assays?
PME-1 primary: -3.1; Efflux pump inh: -0.1; GLD-1 TGE inh: 5.4; GRK2 inh: 0.0; BCLXL inh: -3.1; VLA-4 inh: -5.4; MEX-5 binding: -1.6; Fam108B counter: 0.1; MCL1-BIM inh: -10.8

Results for CCC(=O)N1CCCc2cc(S(=O)(=O)N3CCCc4ccccc43)ccc21 ?
PME-1 primary: 8.3; Efflux pump inh: 0.3; GLD-1 TGE inh: -0.6; GRK2 inh: 0.0; BCLXL inh: 5.2; VLA-4 inh: 7.4; MEX-5 binding: -2.7; Fam108B counter: 1.8; MCL1-BIM inh: -1.3

What do the screens show for `COc1cc(C)c(-c2[nH]ncc2-c2csc(C)n2)c(O)c1`?
PME-1 primary: 4.3; Efflux pump inh: -0.1; GLD-1 TGE inh: 7.1; GRK2 inh: 4.0; BCLXL inh: 5.1; VLA-4 inh: 7.1; MEX-5 binding: -1.1; Fam108B counter: -1.4; MCL1-BIM inh: 1.6

How did Cc1ccccc1COc1ccc(/C=N/NC(=O)c2nnn(-c3nonc3N)c2CN2CCC(C)CC2)cc1 do in these assays?
PME-1 primary: -16.6; Efflux pump inh: 0.0; GLD-1 TGE inh: 6.8; GRK2 inh: 0.0; BCLXL inh: 2.5; VLA-4 inh: 4.5; MEX-5 binding: -2.1; Fam108B counter: -17.1; MCL1-BIM inh: 2.8

How did CC1CCCCC1NC(=O)C1CC=CCC1C(=O)O (stereo not given) do in these assays?
PME-1 primary: -4.7; Efflux pump inh: -0.2; GLD-1 TGE inh: 5.1; GRK2 inh: 1.0; BCLXL inh: -0.6; VLA-4 inh: 18.0; MEX-5 binding: 2.0; Fam108B counter: -4.1; MCL1-BIM inh: 2.3

Results for CCCCN(C)C(=O)c1nc2ccccn2c1CN1CCN(c2ccccn2)CC1 ?
PME-1 primary: -6.7; Efflux pump inh: -0.3; GLD-1 TGE inh: 10.7; GRK2 inh: 4.0; BCLXL inh: 16.9; VLA-4 inh: -0.3; MEX-5 binding: -1.2; Fam108B counter: 1.4; MCL1-BIM inh: 13.6

How did CN1C(C(=O)NCCc2cccs2)CC2Cn3c(nc4cc(Cl)c(Cl)cc43)C21 (stereo not given) do in these assays?
PME-1 primary: 1.0; Efflux pump inh: -0.1; GLD-1 TGE inh: 8.6; GRK2 inh: 4.0; BCLXL inh: 1.6; VLA-4 inh: 22.5; MEX-5 binding: -2.4; Fam108B counter: -1.1; MCL1-BIM inh: 2.3

How did CCCOc1ccccc1NC(=O)CC1Nc2ccccc2NC1=O (stereo not given) do in these assays?
PME-1 primary: 11.3; Efflux pump inh: 0.0; GLD-1 TGE inh: -4.6; GRK2 inh: 0.0; BCLXL inh: 0.9; VLA-4 inh: 10.5; Fam108B counter: 2.5; MCL1-BIM inh: 1.4

How did COc1ccc(/C=N/NC(=O)c2cccc(COCC(F)(F)C(F)F)c2)cc1 do in these assays?
PME-1 primary: -6.8; Efflux pump inh: -0.5; GLD-1 TGE inh: -5.1; GRK2 inh: 0.0; BCLXL inh: 2.7; VLA-4 inh: 4.5; MEX-5 binding: 2.2; Fam108B counter: -1.1; MCL1-BIM inh: 11.3

How did COc1ccc(CCn2cnc(=O)c(C#N)c2C)cc1OC do in these assays?
PME-1 primary: -3.6; Efflux pump inh: -0.1; GLD-1 TGE inh: 2.4; GRK2 inh: 1.0; BCLXL inh: -2.1; VLA-4 inh: 0.2; MEX-5 binding: 0.3; Fam108B counter: 0.6; MCL1-BIM inh: -1.2

How did Cc1c(NC(=O)COC(=O)c2cccn2C)c(=O)n(-c2ccccc2)n1C do in these assays?
Efflux pump inh: -0.1; GLD-1 TGE inh: 0.8; GRK2 inh: 1.0; VLA-4 inh: 0.0

Results for CCCCc1nn(-c2cc(Cl)ccc2OC)c2c1C(=O)CC(C)(C)C2 ?
PME-1 primary: -3.1; Efflux pump inh: 0.0; GLD-1 TGE inh: 6.9; GRK2 inh: 2.0; BCLXL inh: 0.3; VLA-4 inh: -3.1; MEX-5 binding: 0.1; Fam108B counter: -0.3; MCL1-BIM inh: -1.6

What do the screens show for `Cc1ccc(OCC(=O)Nc2ccncc2)cc1`?
Efflux pump inh: 0.0; GRK2 inh: 0.0; VLA-4 inh: 6.1; MEX-5 binding: -0.1

How did CCOC(=S)SCC(=O)N1CCc2ccccc2C1C1C(=O)CC(C)(C)CC1=O (stereo not given) do in these assays?
PME-1 primary: 3.5; Efflux pump inh: 0.1; GLD-1 TGE inh: 2.6; GRK2 inh: 3.0; BCLXL inh: 8.5; VLA-4 inh: 2.0; MEX-5 binding: 3.4; Fam108B counter: 0.5; MCL1-BIM inh: 7.3

How did O=C(NCC(=O)N(Cc1cccs1)C(C(=O)NC1CCCC1)c1cccnc1)c1ccco1 (stereo not given) do in these assays?
PME-1 primary: 1.8; Efflux pump inh: 0.0; GLD-1 TGE inh: -5.6; GRK2 inh: 0.0; BCLXL inh: 1.3; VLA-4 inh: 0.2; MEX-5 binding: -3.2; Fam108B counter: -0.3; MCL1-BIM inh: 4.3

What do the screens show for `CCN(C(=S)NC(=O)c1ccco1)c1cccc2ccccc12`?
Efflux pump inh: 0.0; GLD-1 TGE inh: 5.4; GRK2 inh: 4.0; VLA-4 inh: -7.7

What do the screens show for `Cc1cc(C)c(NC(=O)COC(=O)c2ccc([N+](=O)[O-])s2)c(C)c1`?
PME-1 primary: -7.8; Efflux pump inh: 0.3; GLD-1 TGE inh: 5.9; GRK2 inh: 2.0; BCLXL inh: 1.2; VLA-4 inh: 11.5; MEX-5 binding: 1.4; Fam108B counter: 3.3; MCL1-BIM inh: 4.1

What do the screens show for `Cc1ccccc1N1CCN(CCCOc2ccc3c(C)cc(=O)oc3c2)CC1`?
PME-1 primary: 3.3; Efflux pump inh: 0.0; GLD-1 TGE inh: 5.8; GRK2 inh: 0.0; BCLXL inh: 0.2; VLA-4 inh: 2.5; MEX-5 binding: -1.4; Fam108B counter: -2.6; MCL1-BIM inh: 1.6

How did CCn1cc(C(=O)NCc2ccc3c(c2)OCO3)c(=O)c2cc(F)c(N3CCN(C(=O)c4ccco4)CC3)cc21 do in these assays?
PME-1 primary: -0.6; Efflux pump inh: -0.1; GLD-1 TGE inh: 8.7; GRK2 inh: 2.0; BCLXL inh: 5.0; VLA-4 inh: 0.6; MEX-5 binding: -2.5; Fam108B counter: -5.1; MCL1-BIM inh: -0.3

Results for O=C(Cc1ccc(F)cc1)NC1CCCC1 ?
PME-1 primary: -5.9; Efflux pump inh: 0.0; GLD-1 TGE inh: 0.2; GRK2 inh: 1.0; BCLXL inh: 2.6; VLA-4 inh: 2.8; MEX-5 binding: 0.5; Fam108B counter: -6.3; MCL1-BIM inh: -2.4

Results for COc1ccc(OC)c(Nc2cc(C)nc3nc(C)nn23)c1 ?
PME-1 primary: 3.7; Efflux pump inh: 0.0; GLD-1 TGE inh: 5.8; GRK2 inh: 2.0; BCLXL inh: 2.7; VLA-4 inh: -16.4; MEX-5 binding: -1.2; Fam108B counter: -3.1; MCL1-BIM inh: 5.9
